Screening data deposited in PubChem by several laboratories.
Rtt109 HAT inh = inhibitors of C. albicans Rtt109/Vps75 HAT, primary screen, biochemical, ThioGlo CoA-SH fluorescence, plate reader; purified Rtt109/Vps75, 4 h; inhibition, % at 34.9 µM; hit rate 0.16% among 330,000; AID 540336, 2011;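 active = inhibition of at least 50% in every replicate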
Target sequence (Q5AAJ8 whole entry, looked up): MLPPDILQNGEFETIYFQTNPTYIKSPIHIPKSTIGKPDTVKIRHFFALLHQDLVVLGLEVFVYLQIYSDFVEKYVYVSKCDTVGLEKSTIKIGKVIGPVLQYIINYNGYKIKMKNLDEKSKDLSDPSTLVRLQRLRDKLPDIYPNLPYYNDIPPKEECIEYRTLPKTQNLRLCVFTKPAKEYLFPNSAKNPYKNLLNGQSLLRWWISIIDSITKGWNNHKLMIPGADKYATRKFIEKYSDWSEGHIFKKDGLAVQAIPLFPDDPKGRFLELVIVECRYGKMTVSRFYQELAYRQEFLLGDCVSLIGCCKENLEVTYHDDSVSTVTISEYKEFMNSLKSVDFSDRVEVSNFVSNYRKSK
HTR5A ag = HTR5A agonists in luminescence cell assay, primary screen, counter-screen for OPRM1-OPRD1 heterodimer agonist project, full-deck HTS | 5-hydroxytryptamine receptor 5A (Homo sapiens), P47898 | cell-based | activation, % at 9.3 µM | hit rate 0.61% among 340,000 | AID 504692, 2011; in the data active = activation mostly above about 9.5%, no sharp cut-off; inactive = mostly below about 7.6%;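 also: 0% = cells with vehicle only and 100% = reference agonist; strong numbers were not always called active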
RTF Ca sens act = cardiac RTF calcium sensitivity activators, primary screen, biochemical, IANBD-TnC fluorescence, EC20 calcium | AID 493008, 2010 | IANBD-labeled TnC RTF fluorescence at EC20 calcium; 0% EC20 calcium, 100% full calcium | activation, % at 7.2 µM | hit rate 0.24% among 340,000 | Troponin I, cardiac muscle (Homo sapiens) + Troponin T, cardiac muscle (Homo sapiens) + …;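 active = activation above the mean over all tested compounds plus 3 SD, cut at about 30% in these data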;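 also: rise in fluorescence read as greater calcium sensitivity of cardiac thin filaments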
SR-BI uptake up = activators of SR-BI mediated DiI-HDL uptake, primary screen, ldlA[mSR-BI] CHO cells, DiI fluorescence. 3 h; 100 = double the neutral-control signal. activation, % at 12.5 µM. hit rate 0.096% among 320,000. AID 504775, 2011;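 active = mean replicate activation of at least 60% and every replicate at or above 60%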;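 also: 0% = median plate neutral-control signal and 100% = twice that signal; values of inactives mirror those of a sister screen read the other way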
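system = CHO ldlA[mSR-BI] cells, LDL receptor-null, SR-BI overexpressing | medium = Ham's F12 with 0.5% BSA, HEPES 25 mM, pH 7.4 | probe or stimulus = DiI-HDL 10 µg/mL | compound dosing = single-point compound dose | incubation = compound exposure 3 h, 37 °C | technique = DiI fluorescence, bottom read | read-out = cell-associated DiI fluorescence as measure of HDL uptake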
PvdQ acylase = P. aeruginosa PvdQ acylase inhibitors, primary screen, biochemical, fluorescence, plate reader and imaging, single point; PvdQ acylase [Pseudomonas aeruginosa LESB58]; purified PvdQ acylase; inhibition, % at 10 µM; hit rate 0.063% among 340,000; AID 488965, 2010; in the data active = inhibition above about 30%, passing the limit was not always enough;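 also: 0% = vehicle neutral wells and 100% = reference inhibitor wells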
dFosB activator = activators of delta FosB homodimer, primary screen, biochemical, fluorescence polarization, TAMRA-CDK5 oligo, single point; Protein FosB (Mus musculus), P13346; purified delta FosB; percent of positive-control signal above neutral wells; activation, % at 25 µM; hit rate 0.99% among 340,000; AID 493131, 2011;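 active = mean activation above about 17%, with every replicate also reaching it, limit read from the data, passing the limit was not always enough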;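 also: fluorescence polarization rise as delta FosB binds a TAMRA Cdk5 AP-1 oligo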
Wnt act = Wnt/beta-catenin pathway activators, primary screen, cell-based, plate reader, single point | Wnt/beta-catenin reporter cell assay, activator | activation, % at 9.35 µM | hit rate 1.2% among 300,000 | AID 743398, 2014; in the data active = activation above about 30%, passing the limit was not always enough;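 also: 0% = neutral control wells and 100% = positive control wells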
SR-BI DiI inh = inhibitors of SR-BI mediated HDL lipid uptake, primary screen, ldlA[mSR-BI] cells, fluorescence, single point | hit rate 0.96% among 320,000 | ldlA[mSR-BI] CHO cells, DiI-HDL uptake fluorescence, 3 h | AID 488896, 2010 | inhibition, % at 12.5 µM;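 active = mean replicate inhibition of at least 70% and a set share of replicates each scoring 70 or more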;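 also: 0% = median of neutral control wells and 100% = median of positive control wells; values of inactives mirror those of a sister screen read the other way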
Target sequence (Q61009 whole entry, looked up): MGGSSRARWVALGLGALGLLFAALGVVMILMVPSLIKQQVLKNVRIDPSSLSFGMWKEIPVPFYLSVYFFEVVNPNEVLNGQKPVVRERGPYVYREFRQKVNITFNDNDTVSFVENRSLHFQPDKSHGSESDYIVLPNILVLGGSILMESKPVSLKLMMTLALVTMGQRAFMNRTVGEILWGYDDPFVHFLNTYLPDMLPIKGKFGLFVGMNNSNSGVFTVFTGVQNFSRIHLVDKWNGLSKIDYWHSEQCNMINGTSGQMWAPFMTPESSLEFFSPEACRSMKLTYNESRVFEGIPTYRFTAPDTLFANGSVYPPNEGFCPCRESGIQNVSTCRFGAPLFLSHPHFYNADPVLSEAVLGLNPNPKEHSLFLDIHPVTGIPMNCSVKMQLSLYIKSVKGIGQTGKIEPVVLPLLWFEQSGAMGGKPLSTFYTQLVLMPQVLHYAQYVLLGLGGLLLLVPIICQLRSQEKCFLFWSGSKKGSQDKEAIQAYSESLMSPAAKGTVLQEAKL
CDK5 p35 inh = inhibitors of human CDK5/p35 kinase, primary screen, biochemical, single concentration. Cyclin-dependent kinase 5 (Homo sapiens) + Cyclin-dependent kinase 5 activator 1 (Homo …. Recombinant CDK5/p35, ADP-Glo luminescence, 60 min. inhibition, % at 10 µM. hit rate 0.01% among 330,000. AID 488839, 2010;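 active = highest replicate inhibition of at least 50% and at least 75% of replicates reaching 50%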;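 also: plate controls were DMSO neutral control for no effect and GW8510 at 10 µM for full effect; many of its hits are not listed in these tables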
MITF TRPM1 HTS = activators of MITF-driven TRPM1 promoter reporter, primary screen, cell-based, SK-MEL-5, luciferase, single point | SK-MEL-5 TRPM1-promoter luciferase, 24 h; % of positive control, neutral wells = 0 | activation, % at 12.5 µM | hit rate 0.75% among 300,000 | AID 588334, 2011;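 active = mean activation of at least 80% with every replicate also reaching 80%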;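 also: 0% = neutral control wells and 100% = parthenolide positive control wells; values of inactives mirror those of a sister screen read the other way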
* hit, by the source's call; . = not tested or not shown.

SMILES	Rtt109 HAT inh	HTR5A ag	RTF Ca sens act	SR-BI uptake up	PvdQ acylase	dFosB activator	Wnt act	SR-BI DiI inh	CDK5 p35 inh	MITF TRPM1 HTS
COc1cc2c3cc1Oc1c(OC)c(OC)cc4c1[C@H](Cc1ccc(cc1)Oc1cc(ccc1O)C[C@H]3N(C)CC2)N(C)CC4	24.4	0.5	9.1	15.6	-10.9	13.8	-10.4	-15.6	-0.1	-79.7
O=C(CN1CC=C(c2ccccc2)CC1)NC(=O)NC1CCCCC1	-1.7	-7.6	7.7	5.9	-0.5	-8.1	-0.2	-5.9	0.9	-15.4
C[C@H]1C[C@@H](C)C(=O)[C@@H]([C@H](O)CC2CC(=O)NC(=O)C2)C1	2.0	-1.3	4.9	3.0	-0.1	-6.2	-3.3	-3.0	1.8	.
CCOC(=O)C1=C(N)Oc2c(c(=O)oc3ccccc23)C12C(=O)N(C)c1ccccc12 (stereo not drawn)	0.9	-0.6	-5.8	13.7	-6.3	-12.6	.	-13.8	-0.1	-12.5
C/C(=N\N(C)c1ccccc1)c1c(O)[nH]c(=O)[nH]c1=O	-6.9	6.0	4.4	1.8	-7.1	5.0	-0.9	-1.8	-0.3	1.1
CC(C)OP(=O)(O)NC(=O)c1ccccc1	0.4	-1.2	3.8	14.5	-11.4	8.7	-1.1	-14.5	1.6	-3.2
CCOP(=O)(OCC)C(O)c1cccnc1 (stereo not drawn)	-10.8	-1.8	5.0	6.7	-11.2	2.4	2.4	-6.7	0.6	.
CN1CC[C@@]23CCCC[C@@H]2[C@@H]1Cc1ccc(O)cc13	4.2	0.9	8.8	3.3	7.4	3.2	-3.3	11.7	-1.0	-1.0
CCOC(=O)C1C2NC(=O)N(Cc3ccccc3)C1(C)Oc1c(OC)cccc12 (stereo not drawn)	-1.1	4.3	-2.0	-13.9	-0.2	-0.8	.	13.9	-1.0	-3.1
C1CCC(NC2CCCCC2)CC1	-54.3	-2.0	4.2	2.3	-14.1	5.9	1.4	-2.3	-0.5	3.2
CCOC(=O)c1nc2ccccc2c(=O)n1-c1ccc(C)cc1C	-2.8	0.8	4.6	14.4	8.9	1.0	.	-14.4	2.0	4.8
CCN(CC)CCOC(=O)C(O)(c1ccccc1)c1ccccc1	5.1	-1.1	-0.1	10.4	-2.0	10.6	-3.4	-2.9	-1.5	-2.7
CCOP(=O)(C#Cc1ccccc1)C(O)c1ccc(Br)cc1 (stereo not drawn)	4.2	-1.8	1.1	4.4	-7.7	-0.7	1.2	-4.4	-4.2	0.4
CCN1CCN(CC(c2ccccc2)c2ccccc2)CC1	-1.3	-1.4	2.8	47.3	-5.7	0.8	-2.3	-47.3	0.6	.
CN1CCN(c2c(F)cc([N+](=O)[O-])c(N)c2Br)CC1	-4.4	-12.3	0.6	29.8	8.0	4.4	2.4	-29.8	0.6	15.8
Cc1cc(Br)ccc1N1C(=O)CC(=O)NC1=O	7.8	-2.3	2.0	19.3	-7.1	5.7	.	-19.3	-5.6	-2.5
Cc1cccc(CN2CCN(c3ccc(Cl)cc3)CC2)c1	2.1	-1.1	1.9	2.0	-9.2	-8.4	0.6	-2.0	-0.4	14.6
c1cnc(OCCN2CC2)cn1	-1.6	-0.5	0.4	8.9	3.1	-5.4	-4.7	-8.9	2.1	4.6
CCCC(C)n1[nH]c(=O)c2c1NC(=O)CSC2c1ccccc1 (stereo not drawn)	-2.1	4.6	6.7	16.6	-9.1	-5.4	-0.4	-16.6	-1.3	5.2
Oc1c(Br)cc(-c2ccccc2)cc1Br	-4.5	-3.0	-9.7	1.3	-5.3	4.6	2.6	-1.3	-0.3	-9.7
COc1cc2c(cc1OC)C13CCN4CC5CCOC6CC(=O)N2C1C6C5CC43 (stereo not drawn)	0.0	3.1	-2.8	3.4	-11.3	-4.7	-2.7	-3.4	-2.8	8.7
COC(=O)Nc1nc2ccccc2[nH]1	2.2	2.0	1.7	-7.0	-21.1	5.3	3.9	7.0	0.2	.
c1ccc2c(CCNC3CCCCC3)c[nH]c2c1	-3.6	25.3*	-0.2	-0.1	-9.5	-1.9	-1.4	0.1	-0.7	-11.7
COC(=O)C1=C(c2ccc(F)cc2OCc2ccccc2)C[C@@H]2CC[C@H]1N2C(=O)NC(C)C	-0.6	1.4	0.2	28.1	-11.1	-15.0	-3.4	-28.1	-0.6	4.3
CC(Cc1ccccc1)[n+]1cc(/N=C(\N)[O-])on1 (stereo not drawn)	-2.0	-2.3	-1.4	.	8.3	0.4	.	.	0.1	-5.2

Fetched by compound from above (two):
SMILES	Rtt109 HAT inh	HTR5A ag	RTF Ca sens act	SR-BI uptake up	PvdQ acylase	dFosB activator	Wnt act	SR-BI DiI inh	CDK5 p35 inh	MITF TRPM1 HTS
C[C@H]1C[C@@H](C)C(=O)[C@@H]([C@H](O)CC2CC(=O)NC(=O)C2)C1	2.0	-1.3	4.9	3.0	-0.1	-6.2	-3.3	-3.0	1.8	.
COC(=O)Nc1nc2ccccc2[nH]1	2.2	2.0	1.7	-7.0	-21.1	5.3	3.9	7.0	0.2	.

Next part.
SMILES	Rtt109 HAT inh	HTR5A ag	RTF Ca sens act	SR-BI uptake up	PvdQ acylase	dFosB activator	Wnt act	SR-BI DiI inh	CDK5 p35 inh	MITF TRPM1 HTS
CCCCn1c(=O)c(C(=O)NCc2ccco2)c(O)c2ccccc21	11.2	2.5	8.2	-17.9	2.8	-10.7	2.4	17.9	-1.5	-10.4
O=C(NC1CCCCC1)N1Cc2ccccc2-n2nncc2C1	-6.8	-3.7	-2.8	-13.3	0.3	-10.0	-0.5	13.3	0.5	6.2
CCN1CCN(c2ccc(N)cc2)CC1	2.1	2.6	2.6	6.9	-17.2	2.1	-1.2	-6.9	1.0	-6.2
CCCCn1c(=O)c(C=Nc2ccc(Cl)cc2)c(O)n(Cc2ccco2)c1=O	1.3	-0.1	8.0	19.2	-10.3	-2.7	2.3	-19.2	0.6	-5.4
Cn1c(O)c(C=NC2CCN(Cc3ccccc3)CC2)c(=O)[nH]c1=O	5.6	1.9	4.8	.	-22.9	-8.8	-4.2	.	0.8	.
C1CC2NCCC3NCCC(N1)N32 (stereo not drawn)	-4.4	-2.8	-4.3	14.7	-20.7	-3.1	-1.4	-14.7	-0.3	12.4
Cc1ccsc1C(=O)C1CCCN(Cc2cccn2-c2ccccn2)C1 (stereo not drawn)	1.3	-0.8	5.2	-4.3	-19.8	-1.0	-2.9	4.3	-5.4	-4.4
O/N=C/c1c[nH]c2ccccc12	0.7	-2.2	2.3	0.5	-17.8	7.4	.	-0.5	3.4	-5.4
O=C1CSC2(CN3CCC2CC3)N1 (stereo not drawn)	-5.3	-3.8	1.4	31.8	-20.3	6.0	-0.8	-31.8	-0.9	8.5
CNC(C(=O)c1ccccc1)C(OC)c1ccc(C)cc1 (stereo not drawn)	8.5	-3.4	2.9	17.8	-3.6	-7.6	-0.6	-17.8	1.9	3.6
O=C1c2cccc3cccc(c23)C(=O)N1/N=C/c1c(O)n(-c2ccccc2)c(=O)[nH]c1=O	-0.8	-0.2	-3.4	24.3	-1.1	5.4	11.1	-24.3	1.3	-18.4
Fc1ccc(CCNCc2ccc(Cl)c(Cl)c2)cc1	2.3	3.8	4.8	-8.2	3.0	-8.8	-15.5	8.2	3.5	6.3
COc1ccc(S(=O)(=O)Cc2ccc(C(=O)N3CCC4(CC3)OCCO4)o2)cc1	-5.7	-3.8	1.6	14.0	-12.7	-10.4	-2.5	-14.0	2.2	0.1
O=c1[nH]c(O)c(N=Nc2ccc(S(=O)(=O)N3CCOCC3)cc2)c(=O)[nH]1	-20.6	-3.1	-3.7	22.3	-14.3	6.5	-2.1	-22.3	-0.5	-18.5
Nc1ncnc2c1ncn2[C@@H]1O[C@H](COP(=O)(O)CP(=O)(O)O)[C@@H](O)[C@H]1O	1.2	4.5	2.3	12.7	-8.8	0.0	-3.5	-12.7	-2.3	-3.8
COc1ccc(CCn2c(O)c(C=Nc3ccccc3F)c(=O)[nH]c2=O)cc1OC	-1.1	1.4	2.8	-16.6	-3.9	13.5	13.4	16.6	0.6	10.4
CCC(C)n1c(C)cc(C(N)=O)c1C (stereo not drawn)	11.3	-2.9	5.6	-1.9	20.5	1.0	-0.4	1.9	-0.6	-10.5
CN(CCc1ccccc1)Cc1ccccc1[N+](=O)[O-]	-4.5	6.1	-2.4	-1.6	-16.9	7.3	.	1.6	-0.3	16.6
CCCCN(Cc1ccccc1)C1CCN(CCc2ccccc2)CC1	2.1	-1.1	0.6	11.7	-17.5	-7.8	.	-11.7	-2.9	-1.1
Nc1ccc2cc(Br)ccc2c1	2.7	-2.1	-2.1	.	6.0	-6.6	3.8	.	1.6	25.8
O=c1c2cc(Br)ccc2[nH]c(=S)n1-c1ccccc1	-2.0	5.0	0.4	10.2	-2.3	-0.6	-1.0	-10.2	0.7	2.5
COc1ccc(N2C(=O)CC(N3CC=C(c4ccccc4)CC3)C2=O)cc1 (stereo not drawn)	3.7	1.2	7.8	-9.3	-5.1	-17.1	-3.1	9.3	-0.6	-1.1
c1ccc(CNC2CN3CCC2CC3)cc1 (stereo not drawn)	2.2	-0.8	1.1	-3.4	-27.1	-3.7	-3.5	3.4	-0.2	5.6
O=c1[nH]c(=S)[nH]c(O)c1N=Nc1ccc(S(=O)(=O)N2CCc3ccccc32)cc1	-4.4	1.3	-2.4	23.4	-0.2	28.8*	4.6	-23.4	-1.9	-62.5
CC(C)c1ccc(-n2c(O)c(C=NC(CCS(C)=O)C(=O)O)c(=O)[nH]c2=S)cc1 (stereo not drawn)	-15.0	-6.0	8.0	20.8	-2.4	4.7	4.0	-20.8	0.7	1.5
NC(=O)C1CCN(/C=C2\C(=O)NC(=O)N(Cc3ccco3)C2=O)CC1	2.0	0.0	6.8	3.4	-3.7	-3.4	2.8	-3.4	-4.1	9.3
CCOc1cc(CNCCc2c[nH]c3ccccc23)cc(Cl)c1OCC	4.9	0.5	3.9	27.2	-4.8	-8.2	-1.5	-27.2	-1.9	2.3
CCC12CN3CCN(CC(C3)C1O)C2 (stereo not drawn)	-11.9	4.6	2.0	.	-25.9	3.1	-1.7	.	-2.9	.
Cc1sc2ncn(CC(=O)NCC(=O)N3CCC4(CC3)OCCO4)c(=O)c2c1C	-12.0	-5.0	1.4	9.3	-6.8	-0.7	-1.5	-9.3	0.7	1.4
Cn1c(O)c(Cc2ccc(OCc3ccccc3)cc2)c(=O)n(C)c1=O	-8.7	-0.5	-3.3	.	-11.1	-10.9	33.3*	.	-1.2	43.9

Only part of the results is shown (hit frequency here may not be typical).
